CF NFkB inh = inhibitors of PAF-induced NF-kB signaling, primary screen, cell-based, GFP fluorescence, uHTS | inhibition, % at 5 µM | hit rate 0.86% among 360,000 | KKLEB NF-kB-GFP reporter, GFP fluorescence overnight;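 active = at least 50% inhibition at 5 µM, scaled per plate between neutral and stimulator controls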;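 note: PAF is a Pseudomonas aeruginosa culture filtrate used as stimulus; plate controls were PAF-stimulated DMSO wells for no effect and unstimulated DMSO wells for full effect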
MITF TRPM1 inh = inhibitors of MITF-dependent TRPM1 promoter reporter, primary screen, cell-based, SK-MEL-5, single point, luciferase. hit rate 0.83% among 330,000. inhibition, % at 12.5 µM. AID 488899, 2010. SK-MEL-5 TRPM1 promoter luciferase, 24 h;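 active = mean inhibition across replicates of 60% or more, whatever share of single replicates reaches that level; inconclusive = some that reach 60%, reason not given; inactive = mean inhibition across replicates below 60%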; note: values of inactives mirror those of a sister screen read the other way
PDI inh = inhibitors of human PDI, primary screen, biochemical, turbidity, single point, plate reader | Protein disulfide-isomerase (Homo sapiens), P07237 | PDI insulin aggregation turbidity, A650, 90 min | inhibition, % at 10 µM | hit rate 0.052% among 350,000;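 active = mean inhibition across replicates of 30% or more, whatever share of single replicates reach that level; inconclusive = mean inhibition below 30% while every single replicate reaches 30%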;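 note: absorbance from insulin aggregation driven by PDI reduction with DTT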
Target sequence (P07237 whole entry, looked up): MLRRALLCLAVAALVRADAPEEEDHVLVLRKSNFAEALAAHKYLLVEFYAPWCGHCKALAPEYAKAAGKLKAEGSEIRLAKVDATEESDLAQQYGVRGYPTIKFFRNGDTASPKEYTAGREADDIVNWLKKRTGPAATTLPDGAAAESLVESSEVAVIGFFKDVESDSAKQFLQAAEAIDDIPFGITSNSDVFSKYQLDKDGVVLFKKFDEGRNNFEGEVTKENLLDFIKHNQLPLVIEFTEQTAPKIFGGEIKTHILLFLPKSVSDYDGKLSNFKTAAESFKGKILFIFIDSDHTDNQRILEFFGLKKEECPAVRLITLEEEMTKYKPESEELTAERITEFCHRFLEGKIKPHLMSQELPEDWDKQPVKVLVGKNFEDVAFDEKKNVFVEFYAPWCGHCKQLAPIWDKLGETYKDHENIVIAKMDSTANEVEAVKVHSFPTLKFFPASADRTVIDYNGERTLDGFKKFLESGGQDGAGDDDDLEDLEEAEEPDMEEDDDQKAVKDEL
HIF-2a block = HIF-2a reporter inhibitors, primary screen, luminescence, 786-0 RCC cells | 786-0 RCC cells HIF-2a reporter, luciferase luminescence, overnight | inhibition, % at 18.8 µM | hit rate 0.72% among 360,000;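 active = inhibition of the luminescence signal of 40% or more relative to plate controls, in a single-dose primary screen at 18.75 µM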
NR2E3 ag-1 = NR2E3 agonists in two-hybrid cells, primary screen, cell-based, luminescence, CHO-S, Gal4-NCOR/VP16-NR2E3; luciferase; AID 602229, 2012; Photoreceptor-specific nuclear receptor (Homo sapiens), Q9Y5X4; hit rate 0.35% among 360,000; inhibition of corepressor binding, % at 3.98 µM;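 active = inhibition above the mean of all tested compounds plus 3 SD, cut at about 70% in these data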;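 note: 0% = DMSO with NR2E3 transfected cells and 100% = cells lacking NR2E3 construct; higher means lower luciferase signal from less NR2E3 corepressor binding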
Target sequence (Q9Y5X4 whole entry, looked up, the tested form may be a part): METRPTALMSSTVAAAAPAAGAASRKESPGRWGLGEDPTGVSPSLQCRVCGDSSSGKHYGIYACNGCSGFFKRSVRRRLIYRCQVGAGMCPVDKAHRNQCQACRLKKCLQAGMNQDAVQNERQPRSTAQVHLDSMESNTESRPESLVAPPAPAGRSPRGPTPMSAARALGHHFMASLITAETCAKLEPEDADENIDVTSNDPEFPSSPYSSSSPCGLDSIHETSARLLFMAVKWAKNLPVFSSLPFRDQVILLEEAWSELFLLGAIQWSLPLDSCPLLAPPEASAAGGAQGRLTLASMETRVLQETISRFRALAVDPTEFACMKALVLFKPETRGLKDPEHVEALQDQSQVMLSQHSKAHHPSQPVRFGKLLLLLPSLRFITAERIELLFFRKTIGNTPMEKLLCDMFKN
NR2E3 ag-2 = inhibitors of NR2E3-RetCOR corepressor binding, primary screen, NR2E3 agonist project, biochemical, TR-FRET, GST-NR2E3, biotin-RetCOR; 1536-well; AID 2300, 2010; inhibition of corepressor binding, % at 4.78 µM; Photoreceptor-specific nuclear receptor (Homo sapiens), Q9Y5X4; hit rate 0.12% among 320,000;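 active = percent inhibition above the cutoff of mean plus 3 SD of all tested compounds, set per screening campaign, cut at about 20% in these data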;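 note: 0% = DMSO wells and 100% = biotin wells as full block of FRET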
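Material: NR2E3–RetCOR corepressor complex / Incubation: Compound–protein incubation for 5 h at 4 °C / Dosing: compound at 4.8 µM, single dose / Detection: time-resolved FRET / Benchmarks: high control biotin, low control 0.6% DMSO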
CaV13 FRET inh = Disruptors of the CACNA1D IQ motif to Ca2+-dependent inactivation inhibitor domain association, primary screening, Förster resonance energy transfer in intact living … | HEK cells, CFP/YFP FRET ICDI-IQ, plate reader, 10 min; percent FRET-ratio fall versus neutral wells | AID 743397 | inhibition, % at 12.3 µM | hit rate 0.098% among 340,000;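 active = mean replicate inhibition of at least 30% and at least 1% of replicates passing that level; inconclusive = only one of the two criteria is met; inactive = neither criterion is met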;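 note: 0% = median of the neutral control wells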
KKLEB tox = cytotoxicity in KKLEB CF airway cells, primary screen, cytotoxicity control for CF NF-kB inhibitor project, cell-based, uHTS, fluorescence assay plates | activity change (cytotoxicity), % at 5 µM | hit rate 0.36% among 360,000 | KKLEB CF airway cells viability, ATPlite luminescence, overnight; stronger effect = lower value; cells stimulated with P. aeruginosa culture filtrate | AID 602141, 2011;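 active = corrected activity change at or below -50% at 5 µM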
Vif imaging = HIV Vif self-association inhibitors, primary screen, imaging, HEK293T, single point. HEK293T cells, Vif self-association by quenched fluorescence, 24 h. inhibition, % at 7.49 µM. hit rate 0.35% among 340,000. AID 602346, 2012; in the data active = inhibition above about 50%, passing the limit was not always enough; inconclusive = no clear call, values can overlap the other calls; inactive = below about 31%; note: some results filed as inactive read as strong as hits
Shn3 inh set2 = reduction of Shn3 3'UTR firefly luciferase signal, primary screen, Schnurri-3 inhibitor project, cell-based, Clone20 osteoblasts, set 2. Clone20 osteoblast Shn3 3'UTR firefly luciferase, 24 h. inhibition, % at 12.5 µM. hit rate 0.52% among 360,000;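 active = mean inhibition of at least 75% with every replicate also reaching 75%; inconclusive = mean inhibition at least 75% but some replicate below; inactive = mean inhibition below 75%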;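 note: 0% = median of neutral control wells and 100% = pilot-screen positive control compound; some compounds past the cut are filed as inactive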
Peg3 promoter = Peg3 promoter-driven luciferase inhibitors, primary screen, cell-based, HeLa, luciferase luminescence; HeLa PEG-Prom luciferase reporter, overnight; inhibition, % at 20 µM; hit rate 1.7% among 360,000; AID 588405, 2011;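 active = inhibition of at least 50% at 20 µM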
The depositor's hits bear a star; ? = inconclusive; · = no result given.

SMILES	CF NFkB inh	MITF TRPM1 inh	PDI inh	HIF-2a block	NR2E3 ag-1	NR2E3 ag-2	CaV13 FRET inh	KKLEB tox	Vif imaging	Shn3 inh set2	Peg3 promoter
Cc1cc(C)cc(NC(=O)C2CCCN2C(=O)Oc2ccccc2)c1 (configuration not stated)	-6	6	0	-6	1	2	·	8	4	-7	17
Cc1ccc(Cn2c(Sc3nccc(C)n3)nc3c2c(=O)[nH]c(=O)n3C)cc1	-8	8	17	26	-1	5	·	0	12	-20	18
N#Cc1cc2cc3ccccc3nc2n2c(=O)c3ccccc3nc12	-116	4	14	-26	-1	-5	-229	-15	-3	3	39
Cc1cc(C)c(S(=O)(=O)Nc2nnc(C)s2)c(C)c1	26	4	-17	9	24	4	·	-12	15	3	5
COc1cc(/C=C/C(=O)O)cc(S(=O)(=O)Nc2ccc3nc(C)sc3c2)c1OC	-4	9	4	11	-16	0	-3	6	13	-12	-1
CC(C)(C)NC(=O)Cn1cnc([N+](=O)[O-])n1	-3	4	-1	8	9	2	-8	-6	1	5	-7
CCC1C(O)=C(c2ccccn2)C(=N)N1c1ccccc1 (configuration not stated)	10	17	-3	-40	-19	3	-10	-2	-1	-11	-6
CCc1nnc(SCC(=O)Nc2ccc(C(C)=O)cc2)nc1CC	-1	-10	-4	-13	-1	7	·	-23	1	-27	-21
COc1ccc(Nc2c[nH]c(=O)[nH]c2=O)cc1	-18	2	-3	10	-13	·	-6	10	18	0	2
Cc1ccc(F)cc1NC(=O)CSCc1nc2sc(C)c(C)c2c(=O)[nH]1	-5	9	-3	11	-18	3	-5	11	-10	0	14
O=C(c1ccc(N2CCCC2)c([N+](=O)[O-])c1)N1CCc2ccccc2C1	-24	-21	12	-132	-43	-4	-4	3	-2	-2	-94
CC(C)C(NC(=O)c1cccc(S(=O)(=O)N2CCOCC2)c1)C(=O)NCCc1ccccn1 (configuration not stated)	3	-12	3	7	-3	4	·	-16	-1	23	-7
CCn1nc(C(=O)OCC(=O)N2CCc3ccccc32)c2ccccc2c1=O	4	-3	3	4	-5	3	0	-19	-3	-13	2
Cc1cc(Cl)ccc1OCC(=O)Nn1c(C)ccc1C	-3	-9	1	4	0	1	-3	4	1	0	16
Cc1cccc(-n2c(C)cc(/C=N/n3cnnc3)c2C)c1	1	7	3	-2	-8	-4	-2	3	-6	15	23
O=C(Nc1ccccc1)N1CCN(C2c3ccccc3-c3ccccc32)CC1	-29	-5	-6	16	1	-4	-5	-2	4	-12	20
O=C(CSc1ncccc1-c1nc2ccccc2[nH]1)N1CCN(c2ccccc2F)CC1	-15	6	7	-34	-15	0	-9	-1	-4	-2	11
COc1ccc(NS(=O)(=O)c2cccc(C(=O)NC3CCC(O)CC3)c2)cc1 (configuration not stated)	-3	12	-1	14	-13	0	-6	9	·	27	2
COc1cc(C(=O)Nc2cc(S(=O)(=O)N3CCOCC3)ccc2N2CCOCC2)cc(OC)c1C	16	-20	1	8	-43	·	-2	-16	-1	-5	-14
Cc1[nH]n(-c2ccccc2)c(=O)c1/C=N/Nc1nncc(-c2ccccc2)n1	41	50	2	-89	-58	-2	-7	-39	-11	75	18
CCC(C)NC(=O)c1c(C)cc(=O)oc1C (configuration not stated)	11	7	3	28	-36	1	-2	7	0	-26	4
O=C(CN1CCc2ccccc21)NCc1ccc2c(c1)OCO2	-6	6	-7	-54	6	2	-21	1	-4	-29	-8
CN(C(=O)c1coc(=O)c2ccccc12)c1ccc(F)cc1	-11	7	-8	15	-12	6	·	5	·	2	17
COc1ccc(C(=O)Nc2ccc3c(c2)OCCO3)cc1Br	5	-72	-2	-315	-139	·	-3	1	-8	-103	-324
O=C(O)CC(c1ccccc1)n1cccc1 (configuration not stated)	-8	-1	0	16	-11	3	-4	13	6	4	7
CS(=O)(=O)N1CCC(CO)(Cc2ccccc2C(F)(F)F)CC1	-17	-6	-2	14	-7	-2	9	0	8	-10	18
Cc1ccc(-n2nc3c(c2NC(=O)c2ccco2)CS(=O)(=O)C3)cc1C	11	0	-7	11	-24	-2	-3	-6	-2	11	5
COc1ccc(C)cc1Nc1c2c(nc3ccccc13)CCC2	27	6	-4	16	-23	3	-4	-10	-2	79	-3
CCOC(=O)c1ccc(NC(=O)CC2C(=O)N(c3ccccc3)C(=O)N2CCCOC)cc1 (configuration not stated)	12	3	0	8	-10	2	-5	-4	-5	14	3
Cc1ccccc1Nc1nn2c(=O)c3ccc(C(=O)N4CCCC(C)C4)cc3nc2s1 (configuration not stated)	7	·	-6	15	-17	·	-5	-14	·	12	18
Cc1ccccc1S(=O)(=O)NC(=O)C1(C)CCN1C(=O)CC(c1ccccc1)c1ccccc1 (configuration not stated)	-17	·	1	2	3	·	-8	-2	4	4	14
Cc1ccc(OCC(O)CN2CCN(c3ccc(C)cc3)CC2)cc1 (configuration not stated)	-21	-4	14	11	-28	4	-22	3	-4	-1	14
CNC(=O)C1CC(=O)N/C(=N/N=C(\C)c2cccs2)S1 (configuration not stated)	2	16	1	0	7	1	-4	-8	4	-30	18
COC(=O)c1cn(NC(=O)c2ccc3c(c2)OCO3)c(=O)c2ccccc12	2	3	-20	-44	-8	1	-8	8	20	-19	-8
CCOC(=O)C1CCN(C(=O)CCS(=O)(=O)Cc2ccccc2)CC1	-6	2	-8	13	4	0	-4	-8	·	-10	-5
CC1CCc2onc(C(=O)NCc3ccco3)c2C1 (configuration not stated)	3	-9	6	-54	-16	2	-3	-9	-5	-8	-45
O=C(NNC(=S)NCc1ccco1)C(c1ccccc1)c1ccccc1	-8	-7	3	21	-28	-2	-19	4	3	-16	16
O=C(CSc1nnc2n1CCCN2C(=S)Nc1ccc(Cl)cc1)c1ccccc1	-3	-11	-9	-127	-37	2	-4	-2	9	20	-37
Cc1noc(C)c1NC(=O)Nc1cccc2c1O[C@H](CN(C)C(=O)NC(C)C)[C@@H](C)CN([C@H](C)CO)C2=O	12	9	-9	-2	11	·	-5	-35	23	-3	-5
Cc1ccc(-n2cc(CN3CCN(C(=O)c4ncn[nH]4)CC3)c(-c3ccc(F)cc3)n2)cc1	22	-21	-1	-61	-9	2	-2	-4	-5	-12	-36

Reprinted from the part before: 2 compounds; new compounds follow.
SMILES	CF NFkB inh	MITF TRPM1 inh	PDI inh	HIF-2a block	NR2E3 ag-1	NR2E3 ag-2	CaV13 FRET inh	KKLEB tox	Vif imaging	Shn3 inh set2	Peg3 promoter
Cc1noc(C)c1NC(=O)Nc1cccc2c1O[C@H](CN(C)C(=O)NC(C)C)[C@@H](C)CN([C@H](C)CO)C2=O	12	9	-9	-2	11	·	-5	-35	23	-3	-5
Cc1ccc(-n2cc(CN3CCN(C(=O)c4ncn[nH]4)CC3)c(-c3ccc(F)cc3)n2)cc1	22	-21	-1	-61	-9	2	-2	-4	-5	-12	-36
Cn1c(O)c(N=Nc2nc(-c3ccccc3)cs2)c2ccccc21	-5	-7	13	-150	0	-2	-9	3	1	-5	-107
O=C(NCc1cccc(F)c1)C1CCC(=O)N(CC2CCCCC2)C1 (configuration not stated)	20	3	-12	7	-9	0	·	6	-7	8	7
Cc1c(NC(=O)c2ccc(-c3ccc([N+](=O)[O-])cc3Cl)o2)c(=O)n(-c2ccccc2)n1C	-33	10	-8	-8	8	-1	-4	-1	0	-5	8
COc1ccc(CNC(=O)COC(=O)CCc2nc3ccccc3c(=O)[nH]2)cc1	2	6	-3	9	-2	0	0	-1	1	11	6
Nc1cc(C(=O)N2CCCC2)cc(C(=O)N2CCCC2)c1	-3	10	9	5	-7	5	-7	0	0	7	12
COc1ccc(/C=C2\CCCC3C2=NN(C(=O)CSc2ncn[nH]2)C3c2ccc(OC)cc2)cc1 (configuration not stated)	27	5	4	23	-8	-2	-3	13	?	4	-93
COc1ccc(NC(=O)C2CCC(=O)N2S(=O)(=O)c2ccc(C)cc2)c(OC)c1 (configuration not stated)	7	-6	-2	13	14	-5	-8	-1	-2	-35	20
O=C(C1CCC1)N1CCN(Cc2ccccc2)CC1	-3	1	0	5	-10	4	·	5	·	17	-13
COc1ccccc1Oc1ccc(Oc2ccccc2OC)cc1	-14	-16	-5	-66	-3	2	4	5	-9	-14	-28
Nc1nonc1-n1nnc(C(=O)N/N=C/c2cccs2)c1-c1ccc2c(c1)OCO2	-7	4	-1	-4	9	0	-12	4	-2	-6	-19

Not a retest: 7 of the compounds above.
SMILES	CF NFkB inh	MITF TRPM1 inh	PDI inh	HIF-2a block	NR2E3 ag-1	NR2E3 ag-2	CaV13 FRET inh	KKLEB tox	Vif imaging	Shn3 inh set2	Peg3 promoter
Cc1cc(C)cc(NC(=O)C2CCCN2C(=O)Oc2ccccc2)c1 (configuration not stated)	-6	6	0	-6	1	2	·	8	4	-7	17
Cc1ccc(Cn2c(Sc3nccc(C)n3)nc3c2c(=O)[nH]c(=O)n3C)cc1	-8	8	17	26	-1	5	·	0	12	-20	18
N#Cc1cc2cc3ccccc3nc2n2c(=O)c3ccccc3nc12	-116	4	14	-26	-1	-5	-229	-15	-3	3	39
Cc1cc(C)c(S(=O)(=O)Nc2nnc(C)s2)c(C)c1	26	4	-17	9	24	4	·	-12	15	3	5
COc1cc(/C=C/C(=O)O)cc(S(=O)(=O)Nc2ccc3nc(C)sc3c2)c1OC	-4	9	4	11	-16	0	-3	6	13	-12	-1
CC(C)(C)NC(=O)Cn1cnc([N+](=O)[O-])n1	-3	4	-1	8	9	2	-8	-6	1	5	-7
CCC1C(O)=C(c2ccccn2)C(=N)N1c1ccccc1 (configuration not stated)	10	17	-3	-40	-19	3	-10	-2	-1	-11	-6

Source: PubChem BioAssay (several laboratories)
